Screening results from PubChem BioAssay.
PTAP TSG101 blk: blocks PTAP/TSG101 interaction to inhibit HIV-1 budding | Q99816 | Fluorescence polarization, FITC-PTAP peptide / Tsg101 binding | Potency, µM (doses to about 115 µM), for the others: at the top dose activity change, negative = inhibition, usual class: inhibitors | 340,000 tested, under 10 active | AID 493005; active = well fitted inhibition curve with a large enough effect in the main read-out, with a control signal flat, not every such curve was filed as active; inconclusive = small, poorly fitted or top-dose-only effect, or effect the other way, or a change in a side signal; inactive = no such curve, though single readings can be large or run the other way; note: potency is the fitted concentration of half-maximal effect; % of control where 0% means no effect
Target sequence (Q99816 whole entry, looked up): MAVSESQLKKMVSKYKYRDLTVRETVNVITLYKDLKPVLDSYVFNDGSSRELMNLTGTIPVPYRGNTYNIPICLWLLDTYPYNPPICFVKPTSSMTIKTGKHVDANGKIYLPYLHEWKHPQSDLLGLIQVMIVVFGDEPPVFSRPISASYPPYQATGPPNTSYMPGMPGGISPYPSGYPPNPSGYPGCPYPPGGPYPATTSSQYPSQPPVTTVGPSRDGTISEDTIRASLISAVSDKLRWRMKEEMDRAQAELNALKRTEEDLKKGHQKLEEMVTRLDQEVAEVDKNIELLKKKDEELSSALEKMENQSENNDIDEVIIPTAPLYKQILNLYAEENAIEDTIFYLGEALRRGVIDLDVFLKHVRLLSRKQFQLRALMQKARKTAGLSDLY
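FP read-out: FITC-PTAP peptide, 50 nM final, binding Tsg101 binding domain, 10 uM final; 20 min, r.t.; 10 mM HEPES pH 7.5, 0.15 M NaCl, 0.01% Tween 20, 3 mM EDTA, 0.1 mM TCEP.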
Menin MLL FP TR: inhibitors of human menin-MLL interaction, mutant MLL peptide; Menin + Texas Red MLL mutant peptide, fluorescence polarization; AID 1768; actives 0.23% (n = 270,000); O00255; Potency, µM (series often up to 61.6 µM), for inactives: at the top dose FP activity change, negative = inhibition, most hits filed as inhibitors; active = well fitted inhibition curve with a large enough effect in the polarisation, with a control signal flat, not every such curve was filed as active; inconclusive = small, poorly fitted or top-dose-only effect, or effect the other way, or a change in a side signal; inactive = no such curve, though single readings can be large or run the other way; the % refers to the polarisation; note: potency is the fitted concentration of half-maximal effect; % of control where 0% means no effect; many of its hits are not listed in these tables
ASM inhibitor: inhibitors of human secretory acid sphingomyelinase; placental ASM, HMU-PC fluorogenic substrate, 60 min; Potency, µM (titrated, usually from 57.5 µM), for inactives: top-dose activity change, negative = inhibition, actives largely listed as inhibitors; actives 0.006% (n = 340,000); note: potency is the fitted concentration of half-maximal effect
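Human placenta-derived ASM preincubated with compound 10 min at room temperature, then reacted with 9 uM (final) fluorogenic HMU-PC substrate for 60 min at 37 C. Stop solution raises pH to 10; fluorescence read at Ex 386/Em 447 nm.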
MLL CXXC-DNA inh: MLL CXXC-DNA interaction inhibition; Potency, µM (doses to about 115 µM), without a hit: top-dose activity change, negative = inhibition, hits mostly inhibitors; actives 0.037% (n = 290,000); MLL-CXXC / FITC-HOXA9 DNA fluorescence polarization; active = well fitted inhibition curve with a large enough effect in the polarisation, with a control signal flat, not every such curve was filed as active; inconclusive = small, poorly fitted or top-dose-only effect, or effect the other way, or a change in a side signal; inactive = no such curve, though single readings can be large or run the other way; the % refers to the polarisation; note: potency is the fitted concentration of half-maximal effect
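Purified MLL-CXXC (added from a 7 uM solution) was preincubated 5 min at ambient with pinned compounds in 50 mM Tris-HCl pH 7.5, 50 mM NaCl, 1 mM DTT, 0.05% BSA. Fluorescein-labeled HOX-A9 DNA (50 nM solution) followed, 30 min, then polarization read.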
MBNL1-CUG inh: inhibitors of human MBNL1 binding to CUG repeat RNA; Q9NR56; TR-FRET MBNL1-His/biotin-(CUG)12 binding, 665/545 ratio; Potency, µM (doses to about 57.5 µM), for inactives: top-dose activity change, negative = inhibition, actives largely listed as inhibitors; actives 0.036% (n = 280,000); AID 2675; active = well fitted inhibition curve with a large enough effect in the signal ratio, with a control signal flat, not every such curve was filed as active; inconclusive = small, poorly fitted or top-dose-only effect, or effect the other way, or a change in a side signal; inactive = no such curve, though single readings can be large or run the other way; the % refers to the signal ratio; note: potency is the fitted concentration of half-maximal effect; % is set by controls: 0 for no effect and ±100 for the full control effect
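TR-FRET between His-tagged MBNL1 and biotin-(CUG)12 RNA, detected with Tb anti-His antibody (0.055 ng/ul) and streptavidin-XL665 (5 nM), 60 min at room temperature. Compounds titrated 92 nM to 58 uM; 665/545 nm ratio normalized to buffer and complex controls.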
Mito fusion yeast: inhibitors of mitochondrial division or activators of mitochondrial fusion. actives 0.23% (n = 320,000). Potency, µM (highest dose often 46.1 µM), for inactives: at the top dose growth rescue (activation), usual class: activators. S. cerevisiae fusion-defective mutant growth rescue, CellTiterGlo 48 h;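 note: potency is the fitted concentration of half-maximal effect; % of control where 0% means no effect; nearly all actives have a fitted effect of over 45% in size; temperature-sensitive fusion mutants such as fzo1-1 at 37 °C on non-fermentable ethanol glycerol medium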
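Yeast fusion mutant, YPEG (non-fermentable carbon), compound, 48 h at 37C non-permissive; CellTiterGlo added, 10 min RT, luminescence read. Rescued growth = division inhibition.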
AT treatment: candidate therapy for ataxia-telangiectasia | […] A-T fibroblasts, KAP-1 phosphorylation AlphaLISA; neocarzinostatin DNA damage 30 min before lysis | Potency, µM (top dose mostly 57.5 µM), for the others: at the top dose activation, actives largely listed as activators | actives 0.19% (n = 320,000); note: potency is the fitted concentration of half-maximal effect; % of control where 0% means no effect; nearly all actives have a fitted effect of over 45% in size
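ATM-like activity read as KAP-1 phosphorylation via AlphaLISA donor/acceptor antibody pairs after lysis and 6 hr at 25C. Cells were ATM-null patient fibroblasts ([…], hTERT), dosed 60 min, then exposed to the DSB inducer NCS for 30 min.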
TSHR antagonist: antagonists of human thyroid stimulating hormone receptor; actives 0.2% (n = 330,000); P16473; TSHR-expressing cells, TSH-stimulated cAMP HTRF, 2 h; stronger effect = lower value; activity change, negative = inhibition, % at 11.5 µM;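 active = activity change below a set negative limit, meaning inhibition stronger than a set level, cut at about -70% in these data; inconclusive = activity change between two set negative limits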; note: % is set by controls: 0 for no effect and ±100 for the full control effect
Target sequence (P16473 whole entry, looked up): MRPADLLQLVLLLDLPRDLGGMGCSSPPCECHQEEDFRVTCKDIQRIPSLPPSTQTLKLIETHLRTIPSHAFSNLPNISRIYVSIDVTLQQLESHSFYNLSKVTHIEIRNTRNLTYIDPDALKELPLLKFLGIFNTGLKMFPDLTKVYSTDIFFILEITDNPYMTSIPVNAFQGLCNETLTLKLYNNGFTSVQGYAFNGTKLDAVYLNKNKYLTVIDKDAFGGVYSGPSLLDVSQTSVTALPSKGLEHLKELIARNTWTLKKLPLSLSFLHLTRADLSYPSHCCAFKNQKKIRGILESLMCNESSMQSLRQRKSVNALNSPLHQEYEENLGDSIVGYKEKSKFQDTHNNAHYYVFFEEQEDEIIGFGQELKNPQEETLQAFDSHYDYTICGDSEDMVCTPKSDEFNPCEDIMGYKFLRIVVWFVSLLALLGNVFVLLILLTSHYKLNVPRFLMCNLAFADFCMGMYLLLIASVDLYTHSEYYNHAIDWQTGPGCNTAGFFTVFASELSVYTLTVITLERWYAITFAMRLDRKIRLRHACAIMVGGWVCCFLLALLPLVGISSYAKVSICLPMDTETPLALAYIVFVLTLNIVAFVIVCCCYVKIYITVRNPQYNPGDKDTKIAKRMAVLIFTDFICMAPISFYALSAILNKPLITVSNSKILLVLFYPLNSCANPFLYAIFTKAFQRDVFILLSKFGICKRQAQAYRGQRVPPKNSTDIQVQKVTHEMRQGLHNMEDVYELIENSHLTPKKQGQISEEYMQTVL
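Freshly harvested TSHR cells receive pin-tooled compound, then EC80 TSH at 4nM final. After 2 hours at 37 deg C, antibody in lysis buffer and cAMP-d2 are added; 30 minutes at ambient temperature precede the HTRF read.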
TCR act: activates T cell receptor signaling; primary human leukocytes, anti-CD3, IL-2 HTRF, 48 h; Potency, µM (titrated, usually from 9.22 µM), for inactives: top-dose activation of IL-2 secretion, most hits filed as activators; 330,000 tested, under 10 active; AID 504894; note: % of control where 0% means no effect
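Primary human leukocytes incubated 48 hr with anti-CD3 beads plus compound, without co-stimulation. Secreted IL-2 measured by HTRF (europium cryptate/d2 anti-IL-2 pair, 320 nm excitation, 665 nm emission).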
Integrin act MD: integrin-mediated muscular dystrophy alleviation activation. alpha7betagal myoblasts, beta-gal FDG fluorescence, 48 h. Potency, µM (highest dose often 38.3 µM), for inactives: at the top dose activation, most hits filed as activators. actives 0.064% (n = 350,000). AID 624291;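 note: potency is the fitted concentration of half-maximal effect; 100% = response of the positive control SU9516; nearly all actives have a fitted effect of over 60% in size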
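Alpha7betagal+/- myoblasts (passage 13) were plated 16-24 hr, then exposed to compounds (1:260 dilution of DMSO stock) for 48 hours at 37C. After MPER lysis, β-galactosidase reporter activity was read as FDG fluorescence (ex 480/em 540) after 30 minutes.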
Starred values were filed as active, the others as inactive; ? = inconclusive; / = no result given; [ ] = remark or other dose. Unless noted, calls come from the whole dose curve; as a rule, active = well fitted curve in the direction sought with a large enough effect; inconclusive = small, poorly fitted or top-dose-only effect, or another doubt; inactive = no such curve, though single readings can be large; an effect the other way counts as inactive or inconclusive. These rows are one share of the data; the hit share may differ from the screen's.

SMILES	PTAP TSG101 blk	Menin MLL FP TR	ASM inhibitor	MLL CXXC-DNA inh	MBNL1-CUG inh	Mito fusion yeast	AT treatment	TSHR antagonist	TCR act	Integrin act MD
COc1ccc(-c2csc3nc(C)n(-n4cccc4)c(=O)c23)cc1OC	-2.7%	-0.2%	-0.3%	4.8%	4.1%	1.0%	2.2%	-3.2	-1.7%	5.8%
Cc1cc(=O)oc2cc(NC(=O)C3CC(=O)N(Cc4ccccc4)C3)ccc12 (stereo not drawn)	-4.1%	-2.0%	15.9%	-1.7%	5.8%	2.1%	/	-6.4	1.3%	10.6%
COc1ccc(N2C(=O)CC3(CCCC3)CC2=O)cc1	-0.4%	-4.6%	-1.2%	17.1%	/	-0.7%	1.5%	9.0	-8.4%[46.1 µM]	-0.1%
Cc1ccc(NC(=O)C[n+]2cc(-c3ccccc3)n3c2CCC3)c(C)c1	5.3%	/	4.7%	-5.3%	/	-3.0%	0.4%	-8.5	2.5%	-21.4%
CCCCn1nnnc1NCc1ccc(OC)c(OC)c1	-0.7%	6.8%	3.0%	-2.8%	?	-6.2%	-2.0%	9.0	-0.6%	15.1%
CC(=O)NCCc1nc2ccccc2n1Cc1cccc(C)c1	-4.4%	/	-0.9%	-4.4%	5.9%	-1.4%	2.2%	-3.5	1.5%	6.8%
COc1ccc(CN2C(=NC(=O)COc3ccccc3)SC3CS(=O)(=O)CC32)cc1 (stereo not drawn)	-0.3%	/	-0.1%	47.4%[activator]	2.4%	-8.2%	-14.7%	7.8	16.4%	?
CC(=O)Nc1cccc(OCC(=O)NS(=O)(=O)c2ccc(Cl)cc2)c1	0.3%	19.5%	3.2%	2.0%	5.1%	0.1%	1.5%	9.8	0.9%	4.3%
O=C(Cn1nc(Cc2cccnc2)c2ccccc2c1=O)NCCCN1CCCC1=O	0.5%	-7.9%[11.7 µM]	0.0%	-3.7%	-9.8%	1.4%	6.3%	-10.1	2.7%	6.4%
COc1ccc(-c2nc(CS(=O)CC(=O)NCc3ccco3)c(C)o2)cc1OC (stereo not drawn)	0.3%	-4.3%[11.7 µM]	6.1%	1.1%	-2.8%	-4.0%	-6.6%	-11.6	2.7%	2.8%
Cc1cccc(NCC(=O)N/N=C/c2ccc(Br)cc2)c1	-1.5%	-11.9%	-4.8%	3.0%	1.6%	0.4%	-5.8%	5.9	-1.3%	-1.0%
CC(C)=CCN1CCN(Cc2cnc(-c3ccccc3)s2)CC1CCO (stereo not drawn)	-3.1%	-0.1%	1.2%	-4.3%	16.5%	-2.7%	-2.0%	-5.3	5.5%	-21.2%
Cc1ccc(-c2cc(C(=O)N/N=C/c3c(C)nn(C)c3C)c3ccccc3n2)c(C)c1	-0.6%	5.7%	-16.3%	9.2%	3.8%	-1.1%	6.2%	-3.4	-1.1%	24.7%
Cc1cc(=O)oc2cc(OCC(=O)N/N=C/c3ccccc3[N+](=O)[O-])ccc12	-4.6%	9.6%	6.4%	11.7%	?	-3.4%	-4.9%	-4.6	-0.1%[46.1 µM]	10.8%
N#Cc1ccc(-c2csc(NC(=O)c3ccc(S(=O)(=O)N4CCc5ccccc5C4)cc3)n2)cc1	-6.3%	11.2µM*	-2.5%	-2.6%	-5.4%	-5.5%	3.1%	3.1	8.3%[46.1 µM]	9.2%
CCOc1ccc(C(=O)Nc2cccc(C(C)=O)c2)cc1[N+](=O)[O-]	-5.9%	17.2%	-1.6%	7.5%	1.2%	5.9%	-3.7%	-8.8	-3.3%	12.0%
O=C(NC1CCCCCCC1)c1ccc2c(c1)N(Cc1ccc(F)cc1)C(=O)CS2=O (stereo not drawn)	-9.4%	-2.1%	-2.2%	6.4%	-1.7%	5.5%	3.4%	9.7	-1.9%	?
O=C(CCS(=O)(=O)c1ccccc1)Nc1ccc(Cl)cn1	-5.8%	-6.0%	1.4%[11.5 µM]	4.1%	-5.1%	-2.5%	-0.9%	3.2	-8.8%	-31.8%
O=S1(=O)N=C(N2CCOCC2)c2ccccc21	1.0%	8.9%	88.8%[activator]	-3.0%	9.2%	-1.5%	4.0%	-7.5	7.4%	2.6%
CC(C)(C)OC(=O)NCCCCCNC(=O)c1nc[nH]c1C(=O)N1CCc2ccccc2C1	-0.5%	/	3.1%	/	/	/	18.4%	11.1	1.4%	-8.9%
CCc1ccccc1OCC(=O)Nc1ccc(N2CCCC2)cc1C	2.1%	/	-4.8%	/	/	-0.8%	-14.1%	9.8	0.4%	15.3%
C=CCSc1nnc(CCCCCN2C(=O)c3cccc4cccc(c34)C2=O)o1	-8.7%	-1.9%	-11.4%	8.4%	?	5.6%	7.6%	-15.4	-5.6%[46.1 µM]	0.0%
O=C(O)c1ccc(S(=O)(=O)N(CCc2ccccc2)Cc2ccc(Cl)cc2)cc1	-8.1%	?	8.2%	1.9%	-4.8%	11.1%	12.6%	-26.3	-2.6%	16.3%
COC(=O)c1ccc(NC(=O)CSc2nc(N)c(NC(=O)c3ccc(Br)o3)c(=O)[nH]2)cc1	-0.9%	/	-2.2%	-5.4%	-8.2%	0.2%	6.1%	-5.5	-3.5%	29.2%
O=C(CN1C(=O)NC2(CCCc3ccccc32)C1=O)N1CCCCC1 (stereo not drawn)	0.4%	/	6.3%	/	/	-7.5%	2.2%	3.2	1.2%	-3.4%
O=C(Nc1cccc(C(F)(F)F)c1)c1cccnc1N1CCCC1	-3.7%	32.5%[activator]	11.1%	5.1%	3.0%	15.7%	4.8%	2.6	-7.2%	-6.3%
COc1ccc(Nc2cc(C)c3ccccc3n2)cc1	-0.6%	?	56.3%[activator]	7.8%	-2.8%	?	-1.1%	-2.3	0.7%	7.7%
O=C(NCc1ccc(Cl)cc1)C1CCN(S(=O)(=O)c2ccc(N3CCCC3=O)cc2)CC1	-5.2%	/	-0.1%	0.9%	-5.9%	1.0%	-3.2%	-20.5	3.7%	?
Cn1c(=O)n(CC(=O)N2CCOCC2)c2ccccc21	-0.8%	-5.2%	2.6%	6.8%	2.4%	0.0%	4.9%	-8.9	-3.0%	-21.1%
Cc1cc(C)nc(SCC(=O)Oc2ccc3oc(=O)cc(C)c3c2)n1	0.7%	1.3%	1.6%	5.9%	7.2%	1.5%	-8.5%	4.1	3.4%	-5.7%
CCOc1ccc(OCCC(=O)N(CCOC)c2c(N)n(Cc3ccccc3)c(=O)[nH]c2=O)cc1	-4.5%	/	-1.6%	/	/	/	/	/	10.6%	-11.6%
O=C(c1cc(-c2ccccc2)nn1CC1CC(c2cccnc2)=NO1)N1CCOCC1 (stereo not drawn)	-2.7%	/	7.1%	/	/	/	/	/	-2.6%	21.7%
O=C1CC(N2CCC(c3nc4ccccc4[nH]3)CC2)C(=O)N1c1cccc(F)c1 (stereo not drawn)	-0.1%	0.1%	2.6%	29.6%	-3.7%	-1.5%	0.0%	5.0	-5.5%	10.7%
COc1ccc(OC)c(S(=O)(=O)Nc2ccc(Oc3ccccc3)cc2)c1	-5.7%	31.1%[activator]	-13.6%	22.0%	3.6%	-4.7%	7.2%	-4.4	-7.1%	-45.0%
CCOC(=O)C1CCN(C(=O)C2CCCCC2)CC1	-4.1%	1.6%	1.3%	-1.7%	-2.6%	-0.5%	-6.2%	2.1	/	0.3%
O=[N+]([O-])c1ccc(Cc2ccccn2)c([N+](=O)[O-])c1	-5.9%	/	2.3%	/	/	/	/	/	-2.4%	-0.4%
CN1CCN(S(=O)(=O)c2ccc(Oc3ccc(F)c(Cl)c3)nc2)CC1	-1.2%	-0.3%	1.2%	6.3%	-8.2%	21.9%	4.9%	-2.9	1.1%	26.5%
COc1ccccc1CN1CC(=O)N2CSC[C@H]2C1=O	-2.9%	1.0%	-0.5%	0.2%	-4.0%	5.3%	-7.0%	8.0	8.8%	-5.1%
CCn1c(SCC(=O)NC2CCCC2)nnc1-c1cccnc1	1.4%	/	-1.9%	13.8%	-2.6%	-3.1%	11.9%	0.5	-5.3%	-4.2%
CCN(CC)S(=O)(=O)c1ccc(Cl)c(NC(C)=O)c1	-3.9%	1.7%	3.2%	-1.7%	-9.0%	-1.4%	-1.9%	12.6	/	-2.6%
Cc1ccc(CNc2ncnc3[nH]ncc23)cc1	-6.2%	/	4.5%	/	/	/	/	/	-1.3%	2.0%
COc1nc(-c2ccccc2)cc(-c2ccc3c(c2)OCO3)c1C#N	-5.0%	/	28.1%	-3.1%	-3.3%	8.2%	10.3%	23.8	1.7%	15.7%
